Assay outcomes from PubChem BioAssay.
GALR2 antag: GALR2 (human) receptor antagonism; O43603; GALR2-expressing cells, antagonist mode; inhibition, % at 4 µM; 140,000 tested, 0.39% active; AID 828; in the data active means inhibition above about 27%;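 further: cells stimulated with galanin 1-16 at roughly its EC80; 0% = agonist challenge control and 100% = basal control without agonist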
Target sequence (O43603 whole entry, looked up): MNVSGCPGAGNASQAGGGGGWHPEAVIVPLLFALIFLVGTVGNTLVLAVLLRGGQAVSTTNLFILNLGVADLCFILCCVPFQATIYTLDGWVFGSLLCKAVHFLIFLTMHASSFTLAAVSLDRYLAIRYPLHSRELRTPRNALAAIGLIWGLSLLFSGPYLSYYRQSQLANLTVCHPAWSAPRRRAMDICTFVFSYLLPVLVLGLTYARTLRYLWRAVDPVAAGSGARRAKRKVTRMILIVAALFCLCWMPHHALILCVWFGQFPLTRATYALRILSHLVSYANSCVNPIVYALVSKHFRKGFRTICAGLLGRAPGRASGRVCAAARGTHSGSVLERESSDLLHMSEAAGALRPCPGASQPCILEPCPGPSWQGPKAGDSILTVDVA
BB579 growth dn: yeast BB579 growth reduction in restrictive medium; 140,000 tested, 0.51% active; inhibition, % at 10 µM; S. cerevisiae BB579 growth, OD615, 48 h;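 active means inhibition above a set limit, 3 SD over the mean compound inhibition, cut at about 44% in these data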; further: inactives centre near -24
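controls = amphotericin B 10 µg/mL, positive | assay system = DeaD yeast strain BB579 | schedule = 48 h compound exposure at 30 °C after 4 h preincubation | detection = OD615 turbidity measurement | medium = restrictive CSMM-D medium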
NPY-Y2 antag: blocks the human neuropeptide Y Y2 receptor; NPY-Y2 expressing cells, antagonist mode; inhibition, % at 2.7 µM; 140,000 tested, 0.99% active; P49146; in the data active means inhibition above about 17%;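 further: 0% = vehicle with agonist challenge and 100% = reference antagonist with challenge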
Target sequence (P49146 whole entry, looked up): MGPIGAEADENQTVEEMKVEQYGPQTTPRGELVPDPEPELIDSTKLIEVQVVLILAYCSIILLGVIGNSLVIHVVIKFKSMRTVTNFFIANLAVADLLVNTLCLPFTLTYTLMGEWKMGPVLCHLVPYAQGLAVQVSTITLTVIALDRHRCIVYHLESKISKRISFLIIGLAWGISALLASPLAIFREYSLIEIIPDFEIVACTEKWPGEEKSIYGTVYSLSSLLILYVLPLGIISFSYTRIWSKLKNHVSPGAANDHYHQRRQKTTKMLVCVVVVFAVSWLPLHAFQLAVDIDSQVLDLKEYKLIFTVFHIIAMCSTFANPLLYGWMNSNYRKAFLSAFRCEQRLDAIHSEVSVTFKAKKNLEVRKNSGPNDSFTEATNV
E-sel TNF inh: blocks E-selectin expression induced by TNF alpha; AID 1246; HUVEC TNFa-induced E-selectin immunofluorescence, high content; 120,000 tested, 0.71% active; inhibition, % at 2 µM;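 active means inhibition above the batch mean plus 3 SD, and confirmed as a hit on visual image review, cut at about 43% in these data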;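 further: 0% = TNF-stimulated DMSO wells and 100% = unstimulated control wells; not every result past the cut was called active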
Measles CPE: protection of cells from measles virus; Measles virus-infected cells, CPE protection, absorbance; protection (pct of control), % at 4 µM; 140,000 tested, 1.5% active; AID 841; in the data active means protection mostly above about 24%, no sharp cut-off; inactive means mostly below about 26%; further: some compounds called inactive have numbers as strong as hits
Phagocytosis inh: blocks phagocytosis by macrophages; J774A.1 macrophage IgG-bead phagocytosis, imaging; AID 1029; 110,000 tested, 0.07% active; inhibition, % at 5 µM;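 active means inhibition above the mean of the plate negative controls plus 5 SD, cut at about 13% in these data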;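 further: phagocytic index as fraction of beads internalized from green versus red external bead signal; plate controls were DMSO negative control for no effect and cytochalasin-D positive control for full effect; some results beyond the cut were filed as inactive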
MRP-1 activ: activates MRP-1; H69AR cells + doxorubicin, viability rescue, CellTiter-Glo; viability increase, % at 10 µM; 140,000 tested, 0.61% active;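 active means viability gain under doxorubicin at or above a set limit, the compound median plus 3 SD, cut at about 4.7% in these data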;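 further: MRP-1 overexpressing cells given doxorubicin 25 µM after compound pretreatment; 18-22 h compound pretreatment then 72 h with doxorubicin before readout; 0% = doxorubicin-only wells and 100% = vehicle-treated cells without doxorubicin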
Yeast life ext: extends the lifespan of yeast; S. cerevisiae growth with nicotinamide, OD615; deaD strain in restrictive glucose medium; inhibition of the nicotinamide effect, % at 10 µM; 130,000 tested, 0.68% active;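 active means inhibition above a set limit, placed 3 SD over the median of all compounds, cut at about 26% in these data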;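 further: 0% = nicotinamide-treated wells and 100% = cells grown without nicotinamide; some compounds called inactive have numbers as strong as hits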
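Material: Modified budding yeast, DeaD strain | Medium: Restrictive glucose medium | Probe or stimulus: 1.5 mM nicotinamide | Dosing: Single dose 10 µM compound, 0.25% DMSO | Times: 48 h at 30 °C | Technique: OD615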
HCT116 bCat-KO: beta-catenin-lacking colon tumor cell growth suppression. HCT116 beta-catenin knockout viability, CellTiter-Glo, 60 h; stronger effect = lower value. viability, % at 10 µM. 140,000 tested, 1.5% active;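 active means viability at or under a set limit, the compound median less 4 SD, cut at about 6% in these data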;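 further: 0% = Hyamine 1622 control at 20 µM and 100% = untreated cell control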
PTEN del growth: PTEN-deleted cell growth suppression; HCT116 PTEN-null viability, CellTiter-Glo, 60 h; stronger effect = lower value; viability, % at 10 µM; 140,000 tested, 1.2% active;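 active means viability at or below a set limit, 4 SD under the median of all tested compounds, cut at about 3.7% in these data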;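 further: PTEN knockout HCT116 line with beta catenin targeted HCT116 as companion control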
* hit, by the source's call; nt = no result given. Rows are unselected. Share with any hit: about 6.1%.

SMILES	Phagocytosis inh	Measles CPE	Yeast life ext	BB579 growth dn	MRP-1 activ	GALR2 antag	E-sel TNF inh	PTEN del growth	NPY-Y2 antag	HCT116 bCat-KO
Cc1ccc(S(=O)(=O)N(C)Cc2ccc(-c3nnc4n3CCC4)cc2)cc1	0	13	-14	-11	-1.2	-5	-24	114	0	113
Cc1ccn2cc(CCNS(=O)(=O)c3ccc4c(c3)OCCO4)nc2c1	0	4	4	-7	-2.5	-7	1	106	3	92
Cc1ccc(Oc2nnc(-c3ccc(C)cc3)c3ccccc23)cc1	-11	8	-6	-18	-0.1	-1	nt	69	10	74
Cc1ccc(C(c2nnnn2C2CCCCC2)N2CCN3CCCC3C2)cc1 (stereo not given)	nt	32	-26	-39	-4.0	5	-23	90	4	91
Cc1ccsc1C=C1C(=O)c2ccccc2C1=O	-1	1	-28	12	-2.0	3	-61	88	2	76
Cc1ccccc1NC(=O)OCc1cn(-c2ccc(Cl)cc2)nn1	2	6	-13	-40	-0.5	-4	8	109	8	83
Cc1nc2scc(-c3ccccc3)c2c(=O)n1/N=C/c1ccco1	1	10	-13	-21	-1.1	6	-21	54	2	63
COc1ccccc1CNC(=O)CSc1ccc(Br)cc1	nt	9	-6	4	-1.0	-2	2	94	2	98
COC(=O)c1ccc(COC(=O)C23CC4CC(CC(O)(C4)C2)C3)o1	-1	8	-6	-47	-0.1	0	-23	111	2	101
COc1ccc(C(=O)Cc2ccc(OC)c(OC)c2)c(OC)c1	nt	61*	-17	-26	1.7	6	-11	97	0	90
Cc1nonc1OCC(C)(COc1nonc1C)NC(=O)c1ccc(Cl)cc1	nt	9	nt	-24	-5.5	9	-16	72	3	69
COc1ccc(C(=O)n2ccc(C)n2)cc1Br	0	7	-20	-19	-0.4	7	-2	89	3	85
O=c1[nH]cnc2c1ncn2[C@@H]1O[C@H](CO)[C@@H](O)[C@H]1O	nt	16	2	4	-0.3	-3	nt	91	1	77
COC(=O)c1cnn2c(C(F)(F)F)cc(-c3ccccc3)nc12	nt	14	nt	-43	-0.1	1	0	91	0	89
O=S(=O)(Nc1cc(Cl)ccc1N1CCCCC1)c1cccs1	-1	15	-2	-80	-0.3	-3	nt	75	10	64
COc1ccc(C)cc1NC(=O)CSc1nnc(COc2ccc(Cl)cc2)n1Cc1ccco1	0	nt	-9	-28	2.8	-5	24	48	5	64
CCOC(=O)c1c(C)[nH]c(C(=O)N/N=C\c2ccccc2Cl)c1C	-4	6	-1	-13	-5.5	3	21	10	2	16
COc1ccc(-c2nc3cc(NC(=O)Cc4ccc(OC)c(OC)c4)ccc3o2)cc1	-1	4	-25	-35	0.8	3	10	75	7	85
Cc1ccc(S(=O)(=O)N2CCC(=O)N(CCOCc3ccccc3)CC2)cc1	nt	6	2	-15	-2.3	-4	-16	92	1	99
CCOc1ccc(NC(=S)Nc2ccc3nsnc3c2)cc1	0	6	-8	-47	-1.2	26	-15	79	5	62
CCOC(=O)CNC(=O)CNC(=O)Cn1ccc2ccccc2c1=O	0	5	-3	3	1.3	10	1	89	-1	88
CCCCCCc1cc2cc(C(=O)NC)c(=N)oc2cc1O	-4	11	-26	-48	-4.8	-13	nt	4	0	9
O=C(NC(=S)Nc1ccccc1N1CCCCC1)c1cccs1	nt	11	-7	-24	-3.8	-1	-5	72	8	73
COc1ccc(-c2nnn(CC(=O)N(CC(=O)NC3CCCC3)Cc3cccs3)n2)cc1OC	-2	6	-6	-29	-1.6	0	0	89	0	98
CCCCNC(=O)C1CCN(C/C(C)=C/c2ccccc2)CC1	nt	4	-9	-38	-1.9	0	6	95	4	87
Cc1cc(C)c(NC(=O)Cn2c(=O)n(Cc3ccco3)c(=O)c3ccccc32)c(C)c1	-1	3	-8	-18	-5.8	23	-22	89	5	88
COc1ccc2c(c1)CCc1c(C(=O)Nc3cc(C)n(Cc4ccc(Cl)cc4)n3)noc1-2	0	3	-1	-29	-3.0	2	-12	87	2	91
Cc1c(NC(=O)COC(=O)c2cc(-c3ccc(-c4ccccc4)cc3)nc3ccccc23)c(=O)n(-c2ccccc2)n1C	-10	38*	-6	-38	1.3	-14	4	56	3	44
Oc1[nH]c2ccccc2c1C1=NCCCC1	0	2	-28	-21	-2.4	-4	-4	94	1	107
CCOc1ccc(CCNC(=O)c2ccc(N3CCCC3=O)cc2)cc1OCC	-1	9	-12	-19	-1.7	-10	11	102	1	103

Grouped by structure: the compounds so far containing an aryl thioether with sulfur outside any ring.
SMILES	Phagocytosis inh	Measles CPE	Yeast life ext	BB579 growth dn	MRP-1 activ	GALR2 antag	E-sel TNF inh	PTEN del growth	NPY-Y2 antag	HCT116 bCat-KO
COc1ccccc1CNC(=O)CSc1ccc(Br)cc1	nt	9	-6	4	-1.0	-2	2	94	2	98
COc1ccc(C)cc1NC(=O)CSc1nnc(COc2ccc(Cl)cc2)n1Cc1ccco1	0	nt	-9	-28	2.8	-5	24	48	5	64

(further entries)
SMILES	Phagocytosis inh	Measles CPE	Yeast life ext	BB579 growth dn	MRP-1 activ	GALR2 antag	E-sel TNF inh	PTEN del growth	NPY-Y2 antag	HCT116 bCat-KO
COc1cc(C(=O)N2c3ccccc3CC2C)cc(OC)c1OC (stereo not given)	3	1	-8	-10	-1.9	5	-3	87	3	99
COc1ccccc1NC(=S)NC1CCCCC1	-2	9	-1	-40	-3.0	15	nt	90	0	90
O=[N+]([O-])c1ccc(Cl)cc1Sc1nc2ccccc2o1	nt	4	nt	22	-7.3	1	20	9	1	9
Cc1cc(C)n(-c2ccc(C(=O)OCC(=O)Nc3ccc(S(=O)(=O)N4CCCCC4)cc3)cc2)n1	-2	12	-16	-52	-0.9	4	11	99	1	92
CCOC(=O)COc1ccccc1/C=N/O	nt	4	1	16	0.9	1	44	93	0	95
CC(C)(C)c1nn2cnnc2n(/N=C/c2ccccc2)c1=O	-5	11	9	2	-1.4	1	nt	106	8	98
Cc1nc(S(=O)(=O)NC2CCCCC2)c(C#N)c(C)c1Cl	nt	3	-27	-42	-5.5	-1	-2	88	5	80
O=C1CC(=C2c3ccccc3-c3ccccc32)C(=O)N1CCCCN1CCN(c2ccccc2)CC1	nt	8	nt	16	-7.8	-11	16	65	1	60
O=C(COc1ccc(-c2nnco2)cc1)NCc1ccccc1Cl	1	6	-1	-15	-1.1	-13	77*	97	1	90
Cn1ccnc1SCC(=O)NC12CC3CC(CC(C3)C1)C2	0	14	-9	-33	-0.2	-4	-14	94	0	94
Cc1cc(=O)oc(C)c1C(=O)NCc1ccccn1	nt	4	-5	-38	-2.3	-7	-14	98	1	99
O=C(c1ccccc1)N1CCC(O)(c2cccnc2)CC1	1	4	-5	3	-0.9	-15	nt	91	-2	88
Cc1ccc(CNC(=O)COC(=O)CSc2ccc(Br)cc2C)cc1	-4	18	0	-36	-1.6	0	nt	101	7	97
CN1CCc2[nH]c3ccc(C(=O)NN)cc3c2C1	nt	9	-7	2	-1.8	-11	-15	88	0	91
CCn1c(=O)cc(SCC(=O)N2CCCCC2)c2ccccc21	-2	11	-7	-13	-0.8	-1	-11	88	-3	89
N#Cc1nc(-c2ccco2)oc1NCc1cccnc1	0	5	-15	-49	-2.0	-2	nt	101	6	104
COc1cc(/C=C(\C#N)C(=O)NCC2CCCO2)ccc1O (stereo not given)	-4	34	-6	-5	-3.5	3	nt	104	3	98
c1nc(N2CCOCC2)c2c3c(sc2n1)CCCC3	0	4	-13	-52	-1.5	0	-4	102	1	95
CCOc1cc(/C=C(/C#N)c2nc3ccccc3[nH]2)ccc1Oc1ccc([N+](=O)[O-])cn1	0	4	-1	-46	-2.0	8	-1	62	2	52
COc1cc(CNC(C)(C)CO)ccc1OCC(=O)Nc1ccc(Br)cc1	nt	3	1	-34	-1.9	0	-19	60	0	66
COc1cccc(-c2nn3c(-c4cc(C)[nH]n4)nnc3s2)c1	-1	39	-3	-19	-1.1	-12	nt	75	1	73
COc1cccc(C2/C(=C(/O)c3ccc(F)cc3)C(=O)C(=O)N2CCN(C)C)c1 (stereo not given)	0	12	-5	-1	-2.2	-6	nt	98	-1	94
O=C(NCc1ccc(Cl)cc1)c1ccc(COCC(F)(F)F)o1	0	1	-12	-27	1.4	4	-4	75	7	73
COC(=O)CN(c1ccc(F)cc1)S(=O)(=O)c1ccccc1	0	8	-6	-5	-0.1	7	-17	111	0	96
CCN(CC)CCN=CC1=C(O)CNC1=O	2	11	-14	-6	-1.8	7	16	85	3	93
CC1=Nc2ccc(C)cc2N(Cc2ccccc2)C(=O)C1	0	6	-5	-20	-2.6	-8	1	98	1	96
Cc1ccc(-c2noc(C3CCCN(C(=O)C4CCCCC4)C3)n2)o1 (stereo not given)	-1	3	0	-31	-0.5	0	-9	90	1	89
N#CCCn1nc(-c2ccccc2)cc1Nc1ccccc1NC(=O)c1cccs1	0	4	-8	-13	-1.3	3	0	68	0	75
Cc1cccc(C)c1-n1c(C)cc(/C=N/NC(=O)CSc2ncccn2)c1C	-2	12	3	-5	-1.0	1	nt	87	4	100
CCOC(=O)C1Cc2ccccc2C(=O)O1 (stereo not given)	0	8	-2	1	0.9	4	nt	106	-1	93
COc1ccc(NC(=O)C2CCCN2S(=O)(=O)c2cccc3cccnc23)c(OC)c1 (stereo not given)	0	20	-12	98*	-2.4	-7	nt	85	1	87
Cn1c(N)c(C(=O)c2ccc(Oc3ccccc3)cc2)c(=O)n(C)c1=O	-2	11	-2	-42	1.2	3	-1	90	3	97

4 consecutive entries already listed:
SMILES	Phagocytosis inh	Measles CPE	Yeast life ext	BB579 growth dn	MRP-1 activ	GALR2 antag	E-sel TNF inh	PTEN del growth	NPY-Y2 antag	HCT116 bCat-KO
Cc1ccc(S(=O)(=O)N(C)Cc2ccc(-c3nnc4n3CCC4)cc2)cc1	0	13	-14	-11	-1.2	-5	-24	114	0	113
Cc1ccn2cc(CCNS(=O)(=O)c3ccc4c(c3)OCCO4)nc2c1	0	4	4	-7	-2.5	-7	1	106	3	92
Cc1ccc(Oc2nnc(-c3ccc(C)cc3)c3ccccc23)cc1	-11	8	-6	-18	-0.1	-1	nt	69	10	74
Cc1ccc(C(c2nnnn2C2CCCCC2)N2CCN3CCCC3C2)cc1 (stereo not given)	nt	32	-26	-39	-4.0	5	-23	90	4	91

Complete entries from above. Screens in order: Phagocytosis inh, Measles CPE, Yeast life ext, BB579 growth dn, MRP-1 activ, GALR2 antag, E-sel TNF inh, PTEN del growth, NPY-Y2 antag, HCT116 bCat-KO
Entry for `COC(=O)CN(c1ccc(F)cc1)S(=O)(=O)c1ccccc1` → 0, 8, -6, -5, -0.1, 7, -17, 111, 0, 96
Entry for `CN1CCc2[nH]c3ccc(C(=O)NN)cc3c2C1` → nt, 9, -7, 2, -1.8, -11, -15, 88, 0, 91
